High-throughput results: PubChem BioAssay, National Center for Advancing Translational Sciences (NCATS)
KB-V1 cytotox – qHTS assay for MDR1-selective chemotherapeutics: Primary screen using the drug-selected MDR subline cells KB-V1; KB-V1 MDR cells viability, CellTiter-Glo, 72 h; Potency, µM (doses to about 46.1 µM), for the others: at the top dose activity change, negative = cytotoxicity, most hits filed as cytotoxic; 400,000 tested, 3.4% active; further: potency means the concentration at half of the fitted maximal effect; on the % scale 0 is the no-effect control and ±100 the full control effect; nearly all actives have a fitted effect of over 60% in size
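Following 72 h at 37 degrees C with compound, KB-V1 cell viability was read by CellTiter-Glo luminescence, medium being phenol-red-free DMEM plus 10% FBS; concentration-response parameters came from normalized, curve-fitted qHTS data.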
HT1080NT lethal – qHTS for induction of synthetic lethality in tumor cells producing 2HG: qHTS for the HT-1080-NT fibrosarcoma cell line. HT-1080-NT fibrosarcoma viability, CellTiter-Glo ATP luminescence, 48 h. 360,000 tested, 1.6% active. Potency, µM (series often up to 46.1 µM), without a hit: at the top dose activity, negative = less viability, usual class: cytotoxic. AID 686970, 2013;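 further: NT is the 2HG producing partner of a matched IDH1 knockdown line; potency means the concentration at half of the fitted maximal effect; 0% = DMSO-treated cells and -100% = media-only wells without cells; nearly all actives have a fitted effect of over 55% in size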
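Viability by CellTiter-Glo luminescence after 48 h compound exposure at 37C of HT-1080-NT cells (750/well, RPMI, 5% FBS). % activity scaled between DMSO wells and medium-only wells, then curve-fitted and categorized by curve class.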
ATXN2 expr inh – Primary qHTS for Inhibitors of ATXN expression | HEK-293 ATXN2-luciferase reporter, luminescence, 24 h | AID 1745845, 2022 | Potency, µM (top dose mostly 57 µM), for inactives: at the highest dose activity change, negative = inhibition, hits mostly inhibitors | 360,000 tested, 0.72% active; further: potency means the concentration at half of the fitted maximal effect; on the % scale 0 is the no-effect control and ±100 the full control effect; nearly all actives have a fitted effect of over 55% in size
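ATXN2-luciferase reporter cells (luciferase flanked by upstream and downstream ATXN2 gene portions) were treated 24 h at 37 °C with compounds at up to 57 uM. SteadyGlo luminescence gave expression; GF-AFC fluorescence gave viability.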
MCF10A rerep – A quantitative high throughput screen for small molecules that induce DNA re-replication in MCF 10a normal breast cells | MCF 10A DNA re-replication, Hoechst nuclear intensity, 48 h | Potency, µM (highest dose often 46.1 µM), for the others: at the highest dose activity, positive = re-replication, hits mostly activators | 350,000 tested, 2.9% active | AID 624296, 2012; further: potency means the concentration at half of the fitted maximal effect; % of control where 0% means no effect; nearly all actives have a fitted effect of over 50% in size
HT1080 IDH1KD tx – qHTS for induction of synthetic lethality in tumor cells producing 2HG: qHTS for the HT-1080-IDH1KD cell line. Potency, µM (titrated, usually from 46.1 µM), without a hit: at the top dose activity, negative = toxicity, most hits filed as cytotoxic. HT-1080 IDH1 knockdown viability, ATP luminescence, 48 h. AID 686971, 2013. 360,000 tested, 2% active;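 further: potency means the concentration at half of the fitted maximal effect; 0% = DMSO wells and -100% = cell-free medium wells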
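% activity derives from luminescence (CellTiter-Glo), normalised to DMSO and no-cell wells. HT-1080-IDH1KD cells, 750/well, had 48 h compound exposure at 37 °C.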
KB-3-1 tox – qHTS assay for MDR1-selective chemotherapeutics: Primary screen using the parental adenocarcinoma cell KB-3-1; 400,000 tested, 1.4% active; Potency, µM (doses to about 46.1 µM), inactives show at the highest dose activity change, negative = cytotoxic, hits mostly cytotoxic; KB-3-1 viability, CellTiter-Glo ATP luminescence, 72 h; further: potency means the concentration at half of the fitted maximal effect; on the % scale 0 is the no-effect control and ±100 the full control effect; nearly all actives have a fitted effect of over 60% in size
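Cells are dispensed, compounds pinned in, plates held at 37 °C for 72 h, then CellTiter-Glo is added and luminescence read after 10 minutes. Cell line: parental KB-3-1 in phenol-red-free DMEM, 10% FBS.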
IL-1B inflam inh – qHTS for Inhibitors of Inflammasome Signaling: IL-1-beta AlphaLISA Primary Screen; THP-1 LPS/ATP IL-1B secretion, AlphaLISA, 16 h; hits give low values; activity change, % at 57.5 µM; 360,000 tested, 4.7% active; AID 743279, 2014; in the data active means activity change below about -50%; inconclusive means mostly about -30% to -49%; further: on the % scale 0 is the no-effect control and ±100 the full control effect
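THP-1 cells pretreated 1 hr with compounds (up to 57.5 uM final), then stimulated with LPS (250 ng/mL final) plus ATP (1.25 mM final); secreted IL-1B measured by AlphaLISA after 16 hr, decreased signal indicating inhibition.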
WRN helicase inh – qHTS for Inhibitors of WRN Helicase. WRN helicase unwinding, fluorescent forked duplex, kinetic. Potency, µM (titrated, usually from 114 µM), inactives show at the highest dose activity change, negative = inhibition, usual class: inhibitors. AID 651768, 2012. Bifunctional 3'-5' exonuclease/ATP-dependent helicase WRN (Homo sapiens), Q14191. 360,000 tested, 0.46% active; further: potency means the concentration at half of the fitted maximal effect; on the % scale 0 is the no-effect control and ±100 the full control effect; nearly all actives have a fitted effect of over 55% in size
Target sequence (Q14191 whole entry, looked up): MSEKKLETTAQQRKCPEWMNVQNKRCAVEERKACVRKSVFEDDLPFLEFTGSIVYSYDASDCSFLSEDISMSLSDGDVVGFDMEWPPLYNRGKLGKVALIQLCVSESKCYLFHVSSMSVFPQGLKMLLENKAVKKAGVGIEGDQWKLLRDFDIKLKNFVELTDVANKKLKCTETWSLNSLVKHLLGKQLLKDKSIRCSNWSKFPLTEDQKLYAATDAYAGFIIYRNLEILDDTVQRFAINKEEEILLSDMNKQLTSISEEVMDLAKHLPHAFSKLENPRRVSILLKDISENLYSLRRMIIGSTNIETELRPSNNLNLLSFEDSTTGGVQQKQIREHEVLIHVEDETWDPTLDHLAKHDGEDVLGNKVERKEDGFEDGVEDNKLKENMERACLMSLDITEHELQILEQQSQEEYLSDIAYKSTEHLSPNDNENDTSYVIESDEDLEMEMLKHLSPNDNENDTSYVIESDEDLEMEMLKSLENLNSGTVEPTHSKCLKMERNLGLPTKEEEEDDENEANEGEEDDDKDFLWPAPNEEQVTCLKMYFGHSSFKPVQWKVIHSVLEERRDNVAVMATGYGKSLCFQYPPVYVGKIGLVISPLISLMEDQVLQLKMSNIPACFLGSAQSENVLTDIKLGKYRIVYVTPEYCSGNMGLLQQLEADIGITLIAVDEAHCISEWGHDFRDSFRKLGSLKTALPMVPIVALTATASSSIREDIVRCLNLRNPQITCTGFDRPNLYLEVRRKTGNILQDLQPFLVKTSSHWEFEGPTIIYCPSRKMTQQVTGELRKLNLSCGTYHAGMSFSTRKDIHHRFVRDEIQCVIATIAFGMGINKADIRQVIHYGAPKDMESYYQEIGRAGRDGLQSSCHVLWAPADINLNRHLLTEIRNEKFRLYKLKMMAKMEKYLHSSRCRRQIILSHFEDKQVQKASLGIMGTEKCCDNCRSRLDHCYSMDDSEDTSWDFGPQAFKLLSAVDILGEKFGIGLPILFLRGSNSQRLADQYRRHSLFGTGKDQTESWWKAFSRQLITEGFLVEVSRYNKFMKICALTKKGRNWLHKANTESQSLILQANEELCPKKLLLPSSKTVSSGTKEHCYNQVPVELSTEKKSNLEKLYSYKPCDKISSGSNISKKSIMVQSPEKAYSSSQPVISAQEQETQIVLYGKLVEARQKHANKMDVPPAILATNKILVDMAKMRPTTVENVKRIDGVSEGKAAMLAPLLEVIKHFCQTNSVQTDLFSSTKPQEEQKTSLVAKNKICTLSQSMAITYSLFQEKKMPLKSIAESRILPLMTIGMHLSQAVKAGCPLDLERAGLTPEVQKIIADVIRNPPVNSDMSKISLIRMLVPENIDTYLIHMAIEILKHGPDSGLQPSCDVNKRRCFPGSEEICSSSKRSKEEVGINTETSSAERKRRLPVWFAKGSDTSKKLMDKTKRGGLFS
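WRN at 20 nM final preincubated with compound 15 min at room temperature; reaction started with 100 nM fluorophore/quencher forked duplex oligonucleotide and 2 mM ATP final. Unwinding followed kinetically by red fluorescence (ex 525, em 598 nm).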
SW480 rerep – A quantitative high throughput screen for small molecules that induce DNA re-replication in SW480 colon adenocarcinoma cells. SW480 DNA re-replication, Hoechst DNA content imaging, 48 h. Potency, µM (top dose mostly 46.1 µM), without a hit: at the highest dose re-replication activation, hits mostly activators. 340,000 tested, 1.8% active; further: potency means the concentration at half of the fitted maximal effect; % of control where 0% means no effect; nearly all actives have a fitted effect of over 55% in size
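250 cells/well; 23 nL cpd via pin tool; 48 hr, 37 C, 5% CO2; Hoechst 40 min; imager read of total nuclear intensity, ex 405/em 500-530 nm.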
An asterisk follows results filed as active; ? = inconclusive; nt = not tested or not shown; [ ] = another dose, or the depositor's remark. Unless noted, the call rests on the fitted dose curve; in most records, active means well fitted curve in the direction sought with a large enough effect; inconclusive means small, poorly fitted or top-dose-only effect, or another doubt; inactive means no such curve, though single readings can be large; an effect the other way counts as inactive or inconclusive.

SMILES	KB-V1 cytotox	HT1080NT lethal	ATXN2 expr inh	MCF10A rerep	HT1080 IDH1KD tx	KB-3-1 tox	IL-1B inflam inh	WRN helicase inh	SW480 rerep
Cc1ccccc1N1CCN(C(=O)c2cccnc2)CC1	-3.9%	-4.0%	-1.7%	1.8%	-2.7%	2.2%	-7.0	0.3%	16.6%
CCOC(=O)C1=C(C)C2C3C(=O)N(c4ccccc4C)C(=O)C3C1(C)C1C(=O)N(c3ccccc3C)C(=O)C21 (stereo not drawn)	0.0%	-3.7%	6.6%	-0.5%	1.9%	-11.6%	3.7	-24.7%	?
Cc1cc(C)c(NC(=O)C(C)c2cccc(C(=O)c3ccccc3)c2)c(C)c1 (stereo not drawn)	?	?	-2.9%	?	?	-5.3%	-4.2	-17.2%	?
CCOC(=O)C1=C(C)Nc2ncnn2C1c1c[nH]c2ccccc12 (stereo not drawn)	2.0%	7.4%	-3.9%	-11.9%	11.4%	5.2%	53.2	-4.5%	-0.9%
Cc1cc(NC(=O)CSc2nc(=O)cc(N)n2-c2ccc(C)c(C)c2)no1	10.1%	-4.2%	0.4%	-29.1%	-1.7%	1.0%	-18.9	-2.6%	-11.5%
CC1CCCN(C(=O)CN2C(=O)NC(C)(c3ccc4ccccc4c3)C2=O)C1 (stereo not drawn)	-13.9%	-8.9%	-24.6%	-26.5%	-11.2%	-1.5%	-4.0	-4.2%	-2.2%
Cn1c(CNC(=O)c2ccccc2F)nnc1SCC(=O)Nc1nncs1	0.0%	0.4%	10.9%	0.3%	2.6%	-1.9%	-1.0	-8.6%[57.1 µM]	1.4%
CS(=O)(=O)N(CCc1ccccc1)CC(=O)NCc1ccc2c(c1)OCO2	-1.5%	1.9%	-7.1%	4.8%	9.2%	-0.3%	2.0	11.5%	-0.6%
COc1ccc(CSc2n[nH]c(C)n2)cc1[N+](=O)[O-]	4.6%	22.6%	27.2%	14.7%	16.3%	9.1%	-0.4	1.0%	3.2%
O=S(=O)(NCc1ccco1)c1cnc(Cl)c(Br)c1	1.7%	7.5%	0.0%	0.6%	0.5%	11.9%	nt	-2.6%	7.8%
Cc1ccc(NC(=O)NC2CCCCCCC2)cc1C	8.5%	-9.9%	13.0%	?	-2.6%	14.2%	4.6	-9.3%	-16.7%
CCc1ccc(NC(=O)C2=CC=CN3CCS(=O)(=O)N=C23)cc1	5.8%	0.3%	9.1%	3.7%	-5.6%	4.3%	?	-2.1%	-15.9%
COc1cccc(NC(=O)CN(C)C(C)C(=O)Nc2ccc(C(C)=O)cc2)c1 (stereo not drawn)	-1.3%	7.9%	4.3%	174.0%[9.22 µM]	9.2%	2.0%	-9.0	1.9%	-12.0%
CCN(CC(=O)NCc1cccs1)C(=O)c1ccccc1F	?	-0.2%	-18.6%	-4.8%	11.9%	22.1%	20.3	0.0%	-15.0%
N#Cc1ccccc1NC(=O)COC(=O)c1cccs1	0.0%	-1.2%	-2.0%	-2.4%	-5.7%	0.0%	10.0	-27.1%	-0.2%
Cc1c(C(=O)OCC(=O)N2CCCCC2C)oc2ccccc12 (stereo not drawn)	-18.8%	12.2%[9.24 µM]	14.6%	-4.7%	14.1%	-0.2%	-15.9	-4.6%	1.0%
CC1=C(C#N)C(Nc2cc(C)ccn2)(C(F)(F)F)C(=O)N1 (stereo not drawn)	2.1%	-4.4%	4.2%	0.5%	1.2%	1.1%	-21.6	4.7%	3.7%
Nc1scc(-c2ccncc2)c1Cl	12.9%	7.1%	57.8%[activator]	?	-0.8%	-5.7%	-0.3	1.2%	-9.8%
COc1ccc(/C=C2\SC(=S)N(C(C(=O)O)c3ccccc3)C2=O)c(OC)c1 (stereo not drawn)	-0.6%	-4.1%	nt	23.1%	4.9%	0.0%	0.0	-8.5%	-34.1%
Cc1cc(C(=O)NNC(=O)c2ccc(NC(=O)CC#N)cc2)c(C)o1	0.0%	5.7%	nt	0.8%	12.6%	2.6%	6.1	0.8%	-6.3%
N#CCCCSc1nnc(Cc2ccc3c(c2)OCO3)o1	3.6%	0.5%	16.8%	?	7.4%	0.0%	-12.8	-8.2%	1.3%
Cc1ccc(CNC(=O)C2CCC(=O)N(Cc3cccc(C(F)(F)F)c3)C2)o1 (stereo not drawn)	?	-3.4%	10.3%	5.0%	-1.2%	-5.1%	4.8	-5.5%	4.4%
Cc1ccc(OCC(=O)Nc2oc(-c3ccccc3)c(-c3ccccc3)c2C#N)cc1	1.6%	?	-11.8%	16.4µM*	?	12.3%	0.0	-7.8%	-1.0%
O=C1c2ccccc2C(=O)N1Cc1nc(-c2ccncc2)no1	13.6%	4.0%	-3.6%	13.9%	-2.2%	0.2%	-4.5	7.8%	-6.3%
O=C(CCCn1c(=O)[nH]c2ccccc2c1=O)N1CCN(c2ccccn2)CC1	-15.7%	-0.3%	4.4%	-7.8%	1.3%	-15.1%	-6.5	-2.0%	-12.2%
Cc1ccc(SCCn2nc(C(=O)O)c3ccccc3c2=O)cc1	-25.9%	-20.7%	-12.2%	16.0%	-11.9%	11.6%	23.9	-5.3%	0.6%
O=S(=O)(c1ccc(OCC(O)CNC23CC4CC(CC(C4)C2)C3)c(Cl)c1)N1CCOCC1 (stereo not drawn)	?	20.6µM*	?	?	13µM*	?	-77.6*	-2.0%[57.1 µM]	16.4µM*
O=C(CCCN1C(=O)c2cccc3cccc(c23)C1=O)NCc1cccnc1	?	-19.5%	-14.0%	-2.8%	-8.3%	14.5%	?	3.4%	-1.5%
CC(C)OC(=O)c1cccc(C(=O)Oc2ccccc2)n1	8.4%	2.7%	0.9%	1.8%	2.7%	2.2%	30.0	-0.9%	-2.6%
CC(C)(CNC(=O)CC1C(=O)NCCN1Cc1cccc(F)c1F)N1CCOCC1 (stereo not drawn)	?	?	11.4%	-0.3%	?	5.3%	15.5	-2.4%	-21.4%
Cc1oc(/N=C/c2ccccc2)c(C#N)c1C	2.2%	12.4%	-9.5%	-0.3%	-0.5%	-0.4%	-15.1	-2.3%	-2.1%
COC(=O)c1cc(C(=O)OCC(=O)NNC(=O)c2cccs2)cc([N+](=O)[O-])c1	-3.7%	-19.1%	4.3%	-9.9%	?	1.9%	-7.1	-0.7%	2.91µM*
O=C(NC(=S)Nc1cc(C(F)(F)F)ccc1N1CCOCC1)c1ccco1	-2.6%	-5.1%	?	2.5%	-25.8%	1.0%	?	-7.0%	-2.3%
COC(=O)c1ccc(NC(=O)CNS(=O)(=O)c2cccs2)cc1	-11.5%	-3.0%	21.6%	-8.5%	2.1%	1.1%	2.6	3.7%	-8.1%
O=C(NNC(=S)NC(=O)c1sc2ccccc2c1Cl)c1ccc(Cl)cc1	?	?	7.7%	?	?	-16.2%	31.4	-20.6%	3.3%
O=C(C1CCC1)N1CCN(c2ccc(C(F)(F)F)cc2[N+](=O)[O-])CC1	7.3%	5.4%	-4.4%	-2.0%	3.6%	-5.9%	0.1	-8.8%	-9.9%
Nc1nc(SCC(=O)c2cc3ccccc3o2)n[nH]1	25.6%	4.1%	nt	2.2%	1.3%	0.7%	10.5	4.8%	-1.6%
COc1ccccc1N1CCN(C(=S)NC(=O)/C=C/c2ccccc2)CC1	0.9%	-4.4%	26.7%	4.9%	-1.4%	-7.6%	-7.5	6.5%	-6.3%
CC1(C(=O)Nc2ccc3c(c2)OCO3)Cc2c(-c3cccc(C(F)(F)F)c3)ccnc2O1 (stereo not drawn)	?	?	0.0%	nt	11.6µM*	?	41.7	-10.0%	nt
CN(CC(=O)Nc1ccc(F)cc1)C(=O)CSc1nc2ncc(Cl)cc2[nH]1	-1.5%	-3.8%	nt	-0.1%	3.6%	18.6%	0.0	-3.8%	0.6%
O=C(c1ccc(SCc2ccco2)c([N+](=O)[O-])c1)N1CCOCC1	?	15.6%	5.5%	-0.3%	13.4%	1.1%	-5.2	-4.4%	-14.4%
Cc1cccc(NC(=S)N(C)Cc2cn(C)c3ccccc23)c1	?	-2.3%	-26.4%	22.9%	-1.3%	-3.9%	-23.9	-3.4%	-5.2%
COC(=O)c1ccc(S(=O)(=O)N2CCCN(Cc3cccc(Br)c3F)CC2)n1C	?	?	nt	13.6%	-20.3%	?	?	-9.9%	?
Cc1n[nH]c(C)c1CCNC(=O)C1CCC(=O)N(Cc2ccccc2F)C1 (stereo not drawn)	nt	8.9%	2.9%	0.4%	4.7%	nt	4.3	2.1%	4.9%
CCOc1ccccc1-c1n[nH]c(=S)o1	0.0%	-4.6%	2.9%	-17.3%	10.7%	10.4%	31.3	-5.0%	-1.6%
O=C(CN1C(=O)C2C3C=CC(C3)C2C1=O)Nc1ccc2c(c1)OCCO2 (stereo not drawn)	6.0%	1.1%	49.7%[activator]	-9.7%	6.8%	23.2%	0.1	5.7%	-8.0%
